Screening results: PubChem BioAssay, National Center for Advancing Translational Sciences (NCATS)
GAA inh: alpha-glucosidase (human) inhibition; P10253; hit rate 0.005% among 200,000; Potency, µM (series often up to 76.9 µM), without a hit: top-dose activity change, negative = inhibition, actives largely listed as inhibitors; purified human GAA, 4-MU-alpha-glucoside fluorescence;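 also: plate controls were uninhibited enzyme wells for no effect and no-enzyme background for full effect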
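Fluorescence at Ex 365/Em 440 nm from 4-methylumbelliferone reported enzyme activity after 20 min at room temperature. Reactions used 4 nM enzyme and 400 uM substrate at pH 5.0; curves fitted with the Hill equation.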
RECQ1 inh: inhibitors of human RECQ1 DNA helicase. P46063. RECQ1 DNA unwinding, red fluorescence kinetic read. Potency, µM (top dose mostly 57.3 µM), for the others: at the highest dose activity, negative = inhibition, most hits filed as inhibitors. hit rate 0.54% among 240,000;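 also: plate controls were vehicle for no effect and no enzyme for full effect; nearly all actives have a fitted effect of over 30% in size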
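50 nM RECQ1T1 preincubated 15 min with compound in Tris pH 8.0 buffer with MgCl2, DTT, Tween-20 and 2.5 ug/ml poly(dI-dC); started with 200 nM TAMRA/BHQ-2 forked duplex and 2 mM ATP. Unwinding read as fluorescence (525/598 nm), two reads 2 h apart.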
TR SRC2 fluor cs: Texas Red fluorescence interference in TRb-SRC2 counter-screen | TRb/SRC2 Texas Red total fluorescence interference | AID 1479 | Potency, µM (series often up to 106 µM), without a hit: at the top dose fluorescence change, negative = quenching | hit rate 0.29% among 280,000; active = well fitted curve in either direction with a large enough effect; inconclusive = small, poorly fitted or top-dose-only effect
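Human TRb ligand-binding domain at 0.6 uM with 20 nM Texas Red SRC2 peptide in Tris buffer containing 1 uM T3 and 5% DMSO, incubated with compound 5 h at ambient temperature. Total fluorescence (555/632 nm) calculated as parallel + 2 × perpendicular.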
L3MBTL1 block: blocks human L3MBTL1. hit rate 0.66% among 230,000. Q9Y468. Potency, µM (highest dose often 57.1 µM), for the others: top-dose activity, negative = inhibition, usual class: inhibitors. AlphaScreen L3MBTL1–H3K9me1 peptide binding. AID 485360; also: nearly all actives have a fitted effect of over 60% in size
Target sequence (Q9Y468 whole entry, looked up): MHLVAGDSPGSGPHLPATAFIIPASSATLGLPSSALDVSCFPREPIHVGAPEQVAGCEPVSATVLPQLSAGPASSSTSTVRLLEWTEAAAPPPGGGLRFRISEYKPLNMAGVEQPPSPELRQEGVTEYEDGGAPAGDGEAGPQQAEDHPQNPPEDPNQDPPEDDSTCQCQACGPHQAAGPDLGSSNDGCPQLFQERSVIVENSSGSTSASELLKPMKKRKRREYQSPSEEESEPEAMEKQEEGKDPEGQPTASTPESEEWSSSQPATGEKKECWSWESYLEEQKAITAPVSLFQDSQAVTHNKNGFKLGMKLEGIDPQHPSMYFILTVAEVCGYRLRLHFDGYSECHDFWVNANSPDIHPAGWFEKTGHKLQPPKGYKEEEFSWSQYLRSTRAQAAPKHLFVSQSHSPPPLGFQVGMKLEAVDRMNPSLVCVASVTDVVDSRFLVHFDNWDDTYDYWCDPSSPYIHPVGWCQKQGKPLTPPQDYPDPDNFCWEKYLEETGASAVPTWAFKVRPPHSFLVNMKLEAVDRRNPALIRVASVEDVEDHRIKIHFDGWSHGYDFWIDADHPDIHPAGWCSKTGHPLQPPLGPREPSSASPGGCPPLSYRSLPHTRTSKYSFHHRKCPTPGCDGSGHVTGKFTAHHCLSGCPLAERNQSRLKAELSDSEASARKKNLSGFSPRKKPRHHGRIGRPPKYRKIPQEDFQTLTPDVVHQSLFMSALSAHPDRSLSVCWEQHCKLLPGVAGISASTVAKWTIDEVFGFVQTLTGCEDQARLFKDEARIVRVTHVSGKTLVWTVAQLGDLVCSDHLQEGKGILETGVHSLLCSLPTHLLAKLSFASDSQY
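L3MBTL1 (50 nM) pre-complexed 30 min with biotinylated H3(1-15)K9me1 peptide (75 nM), then compounds added for 30 min at room temperature; AlphaScreen streptavidin donor/nickel chelate acceptor beads (10 ug/mL final) read after 30 min dark incubation.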
GAA glycogen: GAA glycogen-cleavage inhibition or activation | P10253 | recombinant GAA, glycogen substrate, Amplex Red glucose oxidase fluorescence | Potency, µM (top dose mostly 76.4 µM), inactives show top-dose activity change, negative = inhibition, actives largely listed as inhibitors | hit rate 0.38% among 300,000 | AID 2100;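 also: 0% = full enzyme reaction and -100% = no-enzyme basal signal; the screen sought inhibitors and activators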
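Natural-substrate format: glycogen cleavage by 4 nM human enzyme, glucose read by Amplex Red coupling (Ex 573, Em 610 nm). Normalized to enzyme and no-enzyme controls.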
RGS12 GoLoco inh: blocks human Gai1 binding to RGS12 GoLoco peptide, red readout | Gai1:RGS12 GoLoco peptide FP, rhodamine, 10 min | Potency, µM (titrated, usually from 61.6 µM), for inactives: top-dose activity, negative = inhibition, most hits filed as inhibitors | hit rate 0.44% among 230,000 | AID 880; active = well fitted inhibition curve with a large enough effect, not every such curve was filed as active; inactive = no such curve, though single readings can be large or run the other way; also: nearly all actives have a fitted effect of over 30% in size; many of its hits are not listed in these tables
TRb SRC2 PPI: disrupts binding of human TR beta to SRC2; hit rate 0.065% among 280,000; P10828; AID 1469; Potency, µM (highest dose often 106 µM), inactives show top-dose activity change, negative = inhibition, actives largely listed as inhibitors; TRbeta-SRC2 peptide binding, fluorescence polarization; receptor liganded with 1 µM T3;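 also: plate controls were bound peptide for no effect and peptide without receptor for full effect; nearly all actives have a fitted effect of over 50% in size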
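Human TRb LBD (0.6 uM) plus Texas Red-labeled SRC2 peptide (20 nM), 1uM T3, 5% DMSO, 5 hr at ambient temperature. Decreased polarization (555/632 nm) flags inhibition; data normalized to free and bound peptide controls.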
aGlu spleen mod: inhibits or activates alpha-glucosidase in human spleen homogenate; human spleen homogenate, 4-MU-alpha-glucoside fluorescence; Potency, µM (top dose mostly 79.9 µM), inactives show top-dose activity change, negative = inhibition, actives largely listed as inhibitors; hit rate 0.006% among 240,000; AID 2112;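 also: 0% = enzyme with vehicle and -100% = no enzyme basal signal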
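AC50 values come from Hill-equation fits of concentration-response data, normalized to no-enzyme and full-activity controls. Enzyme source: 1 ug human spleen homogenate; 1 mM fluorogenic 4-MU glucoside, pH 5.0 citrate buffer, 37 C, 40 min.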
* = called active by the depositor; i = inactive; ? = inconclusive; . = no result given; [ ] = dose if it differs, or a comment. Unless noted, calls follow the shape of the dose curve; as a rule, active = well fitted curve in the direction sought with a large enough effect; inconclusive = small, poorly fitted or top-dose-only effect, or another doubt; inactive = no such curve, though single readings can be large; an effect the other way counts as inactive or inconclusive. Unless noted, % is scaled to controls: 0 for no effect and ±100 for the full control effect; potency is read from the fitted curve at half-maximal effect. Some of the compounds tested. The share of hits here may be higher or lower than overall.

SMILES | GAA inh | RECQ1 inh | TR SRC2 fluor cs | L3MBTL1 block | GAA glycogen | RGS12 GoLoco inh | TRb SRC2 PPI | aGlu spleen mod
CN(C)c1ccc(C(O)P(=O)(OCc2ccccc2)c2ccc(N(C)C)cc2)cc1 (stereo unspecified) | . | 3% | -2% | -1% | -16% | -11% | 4% | -4%
Cc1cc[n+](-c2nc([O-])sc2/C=N/Nc2ccc([N+](=O)[O-])cc2)cc1 | 1% | -12% | -5% | . | -17% | 8% | 0% | 0%
Cc1nc2ccc(C(=O)Nc3cccc([N+](=O)[O-])c3)cc2s1 | 6% | ? | 2% | -1% | 18% | 11% | -1% | -2%
Clc1ccc(-c2ccc(/C=N/Nc3cc(N4CCOCC4)nc(N4CCOCC4)n3)o2)cc1 | ? | 1% | 0% | 35%[activator] | -11% | -1% | -4% | -2%
Cc1ccc(/C=C/C(=O)Nc2cc(=O)n(C)c(=O)n2C)o1 | -7% | i | 2% | 3% | -4% | -20% | -1% | 0%
O=C(O)c1ccc(CSc2nnnn2C2CCCCC2)cc1 | 6% | 2% | -2% | -11% | 3% | -1% | -24% | 1%
Cc1cc(C)nc(SCC(=O)NC2=NC(=O)C(C)S2)n1 (stereo unspecified) | 2% | -13% | -3% | 7% | -7% | -13% | -6% | -4%
O=[N+]([O-])/C(C=Nc1ccccc1O)=C\Nc1ccccc1O | . | -10% | 3% | -15% | 3.5µM* | 5% | -1% | -1%
O=C(Cc1cccs1)NCCc1cn2ccccc2n1 | . | i | -2% | -4% | 10% | 7% | -1% | -2%
C=CCOc1c(Cl)cc(CNn2cn[nH]c2=S)cc1OC | 0% | i | -4% | 0%[11.4 µM] | -20% | 6% | 4% | 1%
CC(C(=O)N1CC2(C)CC1CC(C)(C)C2)N1C(=O)c2ccccc2C1=O (stereo unspecified) | 8% | -14% | -3% | 7% | -8% | -6% | -8% | 1%
Cc1nn(C(=O)c2ccco2)c(C)c1Sc1ccc([N+](=O)[O-])cc1 | -1% | i | -3% | . | -16% | 0% | -6% | -9%
CCOc1ccc(NC(=O)c2cccc3c2C(=O)N(CCOC)C3)cc1 | 3% | i | -3% | . | -7% | -3% | -4% | 0%
CCOCCCNCc1ccc(Cl)cc1 | -2% | -4% | ? | 5% | 8% | -5% | 1% | 1%
O=C(O)c1cnn2c(-c3ccc(F)cc3)ccnc12 | -3% | i | 1% | . | 0% | 4% | 3% | 1%
O=C(/C=C/c1ccco1)N(Cc1cccc(Cl)c1)C1CCS(=O)(=O)C1 (stereo unspecified) | . | -28% | -1% | -15% | 9% | 3% | 9% | -12%
Cc1ccc(NC(=O)N2CCC(C(=O)Nc3ccc(C)cc3C)CC2)cc1 | 0% | -4% | 0% | 6% | 4% | 9% | 7% | -2%
O=C(NCc1ccc2c(c1)OCO2)c1cnc2n(c1=O)CCS2 | -12% | -16% | 1% | . | 2% | 0% | -10% | -5%
CCn1c(Cc2ccccc2)nnc1SCC(=O)NC(C)(C)C | 4% | i | -1% | 0% | -1% | -9% | -12% | -5%
NC(=O)COC(=O)c1cc(=O)[nH]c2ccccc12 | -10% | i | -1% | 1% | 1% | 7% | -2% | 0%
Cc1cccc(/C(N)=N/OC(=O)CCCN2C(=O)c3ccccc3C2=O)c1 | 0% | -6% | -5% | 10% | 1% | 1% | -17% | -4%
CCOC(=O)C1CCN(c2cc(=O)n(-c3ccccc3Cl)c(=O)[nH]2)CC1 | 0% | -3% | -2% | -10% | -2% | -11% | -14% | -11%
CC(C)CN(C(=O)COC(=O)CNC(=O)c1ccc(Cl)cc1)C1CCS(=O)(=O)C1 (stereo unspecified) | -1% | -1% | 2% | -5% | 4% | 2% | -1% | -12%
CC(=O)c1cc(C(=O)N2CCc3c([nH]c4ccccc34)C2CC(C)C)[nH]n1 (stereo unspecified) | . | -14% | 2% | -15% | -12% | 0% | 2% | 5%
Cc1cc(NC(=O)CSc2nc(-c3cccnc3)ccc2C#N)no1 | 4% | i | 2% | -5% | 1% | 5% | -12% | -5%
COCCOC(=O)C1=C(C)NC(C)=C(C(=O)OC(C)C)[C@@H]1c1cccc([N+](=O)[O-])c1 | . | -7% | -1% | . | . | 6% | -3% | -7%
Cc1ccccc1C(=O)Nc1cc(S(=O)(=O)N2CCCCC2)ccc1N1CCN(C)CC1 | ? | i | -1%[53 µM] | -4% | -4% | -11% | 4%[53 µM] | 4%
O=C(Nc1cccnc1)c1ccccc1-c1nc(-c2ccccc2F)no1 | 0% | -4% | -6% | . | -12% | -6% | -4% | 0%
Cn1c(C2CCCN2C(=O)OC(C)(C)C)n[nH]c1=S (stereo unspecified) | 1% | -11% | -1% | -4% | 8% | -4% | -3% | -1%
COc1ccc(N(C)S(=O)(=O)c2cccc3cccnc23)c(OC)c1 | -4% | 0% | 2% | -4% | 3% | -8% | -3% | 4%
COc1ccc(N=CC2=C(O)CC(C)(C)CC2=O)cc1 | -6% | -4% | 0% | 1% | -5% | 2% | 3% | -10%
O=C(c1ccc(F)cc1)C1CCN(C(=O)NC2CCCCC2)CC1 | 0% | -6% | -5% | -5% | 15% | -4% | -3% | -6%
CCOCCCNC(=S)N(Cc1ccco1)Cc1cc2cc3c(cc2[nH]c1=O)OCCO3 | 7% | -4% | 0% | 2% | -4% | 6% | 4% | -6%
Cc1ccnc(SCCn2c(N3CCN(C)CC3)nc3c2c(=O)[nH]c(=O)n3C)n1 | -5% | 14% | 0% | . | 3% | 8% | -21% | -11%
CCOC(=O)c1nnn(-c2nonc2N)c1-c1ccc(OC)cc1 | 1% | -3% | 0% | -5% | 2% | 5% | -6% | 8%
CC1CCN(S(=O)(=O)c2cccc(-c3cn4cc(Cl)ccc4n3)c2)CC1 | -10% | -7% | 2% | . | -5% | 10% | 4% | -2%
COC(=O)c1cc(OC)c(OC)cc1NC(=O)Cc1cccs1 | 11% | 43%[activator] | -1% | -19% | -10% | 11% | 2% | -1%
Cn1c(Cc2cccs2)nnc1SC/C=C/c1ccccc1 | 2% | 9% | -5% | 2% | . | 8% | -7% | 0%
COc1ccc(C(=O)Nc2ccc(S(=O)(=O)N3CCCCC3)cc2)cc1 | -3% | i | -6% | 0% | -4% | 5% | -4% | -7%
O=C(CSC1CCCCC1)Nc1ccccc1Br | 2% | -2% | -2% | 35%[activator] | 14% | 2% | -8% | 2%
CN1CCN(S(=O)(=O)c2ccc3[nH]cc(C(=O)O)c(=O)c3c2)CC1 | ? | i | -3% | -1% | 2% | -3% | -7% | 7%
COc1ccc(-c2n[nH]c(=S)n2-c2ccc3c(c2)OCCO3)cc1 | -5% | i | -2% | 8% | -7% | 5% | -3% | -7%
CCc1ccc(OCC(=O)N2CCN(c3ccccc3F)CC2)cc1 | -8% | -2% | -1% | . | 7% | 153%[activator] | 4% | 3%
O=C(COC(=O)C12CC3CC(CC(C3)C1)C2)NC12CC3CC(CC(C3)C1)C2 | 2% | -4% | 1% | 4% | -6% | -7% | -8% | -6%
CN(C)/C=C(\C#N)C(=O)Nc1ccc(F)c(Cl)c1 | . | -1% | -2% | . | 5% | 6% | -1% | 3%
C=CCC1C=CC(Oc2ccc(OC)cc2)C(CO)O1 (stereo unspecified) | . | i[11.5 µM] | -15%[11.2 µM] | . | . | . | 6%[11.2 µM] | 2%[17.4 µM]
Cc1cccc(Sc2c(C=O)c3ccccc3n2C)c1 | 7% | i | -1% | 28% | -1% | -4% | 1% | -2%
COc1cccc(CN(CC2CCCO2)S(=O)(=O)c2ccc(-n3cnnn3)c(OC)c2)c1 (stereo unspecified) | -3% | -3% | -2% | -1% | 4% | 4% | -5% | 5%
O=C(Nc1ccccc1C(=O)O)/C(=C/c1ccc([N+](=O)[O-])cc1)NC(=O)c1ccc(Br)o1 | -6% | -3% | -3% | . | -7% | 57%[activator] | 2% | -10%
COc1ccc2cc(CN(Cc3ccco3)C(=S)NCC3CCCO3)c(=O)[nH]c2c1 (stereo unspecified) | 9% | i | -1% | 11% | -1% | 10% | -6% | 6%
Cc1cccc(NC(=S)NC(=O)c2ccco2)n1 | -22% | 9% | 0% | 13% | 5% | -3% | 4% | 2%
COC(=O)COc1ccc(S(=O)(=O)NCCC2=CCCCC2)cc1Cl | -12% | i | -3% | . | -15% | 2% | 0% | 0%
Cc1cc(C(=O)NNC(=O)c2ccc(C(F)(F)F)cc2)no1 | . | 4% | 0% | . | -3% | 8% | -2% | -4%
FC(F)(F)c1cnc(NNC(=S)Nc2ccccc2Cl)c(Cl)c1 | 1% | -16% | -3% | 11% | ? | . | -1% | -1%
COc1ccc(NC(=S)NCCc2c[nH]c3ccccc23)cc1 | 2% | -12% | 0% | -12% | -9% | 7% | -1% | 5%
CC(=O)Nc1cc(C(=O)O)ccc1S(=O)(=O)c1ccc(Cl)cc1 | -10% | -2% | -2% | 2% | -3% | 14% | -8% | 4%

A different layout for some results above:
Values in the order: GAA inh, RECQ1 inh, TR SRC2 fluor cs, L3MBTL1 block, GAA glycogen, RGS12 GoLoco inh, TRb SRC2 PPI, aGlu spleen mod
> Cc1cccc(NC(=S)NC(=O)c2ccco2)n1
 : -22%, 9%, 0%, 13%, 5%, -3%, 4%, 2%
> COC(=O)COc1ccc(S(=O)(=O)NCCC2=CCCCC2)cc1Cl
 : -12%, i, -3%, ., -15%, 2%, 0%, 0%

Exported with two lines to a compound: part of the list above
The line under a structure holds: GAA inh, RECQ1 inh, TR SRC2 fluor cs, L3MBTL1 block, GAA glycogen, RGS12 GoLoco inh, TRb SRC2 PPI, aGlu spleen mod
- Cc1cccc(Sc2c(C=O)c3ccccc3n2C)c1
  7%, i, -1%, 28%, -1%, -4%, 1%, -2%
- CN1CCN(S(=O)(=O)c2ccc3[nH]cc(C(=O)O)c(=O)c3c2)CC1
  ?, i, -3%, -1%, 2%, -3%, -7%, 7%
- CC(=O)Nc1cc(C(=O)O)ccc1S(=O)(=O)c1ccc(Cl)cc1
  -10%, -2%, -2%, 2%, -3%, 14%, -8%, 4%
